Compound activity as filed in PubChem BioAssay.
HIF-2a inh: inhibitors of HIF-2a. 786-0 RCC cells HIF-2a reporter, luciferase luminescence, overnight. inhibition, % at 18.8 µM. 0.72% of 360,000 active. AID 624352;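 active = inhibition of the luminescence signal of 40% or more relative to plate controls, in a single-dose primary screen at 18.75 µM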
iPSC survival up: increases survival of single human iPS cells; hiPSC single-cell survival, ATPlite luminescence; 100% = ROCK inhibitor wells, 0% = DMSO; survival enhancement, % at 20 µM; 0.044% of 360,000 active; AID 602274; in the data active = survival enhancement above about 18%;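 also: cells exposed to compounds for 16 hours before the ATP read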
CaV13 ICDI inh: Disruptors of the CACNA1D IQ motif to Ca2+-dependent inactivation inhibitor domain association, primary screening, Förster resonance energy transfer in intact living …. HEK cells, CFP/YFP FRET ICDI-IQ, plate reader, 10 min; percent FRET-ratio fall versus neutral wells. 0.098% of 340,000 active. inhibition, % at 12.3 µM;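 active = mean replicate inhibition of at least 30% and at least 1% of replicates passing that level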;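 also: 0% = median of the neutral control wells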
MITF TRPM1 inh: reduces MITF-dependent TRPM1 promoter luciferase signal; SK-MEL-5 TRPM1 promoter luciferase, 24 h; inhibition, % at 12.5 µM; 0.83% of 330,000 active;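 active = mean inhibition across replicates of 60% or more, whatever share of single replicates reaches that level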; also: values of inactives mirror those of a sister screen read the other way
Vif imaging: HIV Vif inhibition | HEK293T cells, Vif self-association by quenched fluorescence, imaging, 24 h | inhibition, % at 7.49 µM | 0.35% of 340,000 active; in the data active = inhibition above about 50%, passing the limit was not always enough; also: some results filed as inactive read as strong as hits
NR2E3 ag-1: activates human photoreceptor nuclear receptor NR2E3. Q9Y5X4. GST-NR2E3/biotin-RetCOR TR-FRET, 1536-well. inhibition of corepressor binding, % at 4.78 µM. 0.12% of 320,000 active. AID 2300;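 active = percent inhibition above the cutoff of mean plus 3 SD of all tested compounds, set per screening campaign, cut at about 20% in these data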;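 also: 0% = DMSO wells and 100% = biotin wells as full block of FRET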
Target sequence (Q9Y5X4 whole entry, looked up): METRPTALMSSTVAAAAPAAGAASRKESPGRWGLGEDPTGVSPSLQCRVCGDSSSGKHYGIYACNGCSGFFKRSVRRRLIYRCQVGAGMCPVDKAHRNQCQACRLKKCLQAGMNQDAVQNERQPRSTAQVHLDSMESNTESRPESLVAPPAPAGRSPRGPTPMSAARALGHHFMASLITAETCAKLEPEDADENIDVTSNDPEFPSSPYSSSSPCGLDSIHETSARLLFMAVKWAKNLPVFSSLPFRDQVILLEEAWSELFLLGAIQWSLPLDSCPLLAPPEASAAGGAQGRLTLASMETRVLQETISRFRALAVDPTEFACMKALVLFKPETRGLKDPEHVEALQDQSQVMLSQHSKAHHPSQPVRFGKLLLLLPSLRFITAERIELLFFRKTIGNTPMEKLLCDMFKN
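System: GST-NR2E3 and biotin-RetCOR proteins; probe or stimulus: 7 nM biotin-RetCOR; doses: compound at 4.8 µM, single dose; schedule: Compound–protein incubation for 5 h at 4 °C; detection: time-resolved FRET; read-out: percent inhibition; controls: biotin wells as high control, 0.6% DMSO wells as low control; format: 1536-well plates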
Exocytosis inh: blocks lytic granule exocytosis. AID 651702. 0.66% of 360,000 active. TALL-104 LAMP-1 surface exposure, flow cytometry; cells stimulated with thapsigargin and PMA. inhibition, % at 10 µM;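 active = inhibition above about 55%, limit read from the data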
NR2E3 ag-2: activates human NR2E3 receptor; AID 602229; Q9Y5X4; CHO-S Gal4-NCOR/VP16-NR2E3 two-hybrid, luciferase; 0.35% of 360,000 active; inhibition of corepressor binding, % at 3.98 µM;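 active = inhibition above the mean of all tested compounds plus 3 SD, cut at about 70% in these data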;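 also: 0% = DMSO with NR2E3 transfected cells and 100% = cells lacking NR2E3 construct; higher means lower luciferase signal from less NR2E3 corepressor binding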
aDG glyco act: increases alpha dystroglycan glycosylation | Pro5-aDG cells, alpha-DG glycosylation AlphaScreen (IIH6); 0% Pro5, 100% B10-LARGE cell signal | activation, % at 10 µM | 0.22% of 360,000 active;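 active = activation of at least 8% versus controls, or a plate z-score of at least 8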;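 also: Pro5 are CHO cells carrying HIG-tagged alpha-DG that lacks glycosylation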
Peg3 prom inh: reduces Peg3 promoter-driven luciferase expression in HeLa; HeLa PEG-Prom luciferase reporter, luminescence, overnight; inhibition, % at 20 µM; 1.7% of 360,000 active;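 active = inhibition of at least 50% at 20 µM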
PDI turbidity: inhibitors of human protein disulfide isomerase; P07237; PDI insulin aggregation turbidity, A650, 90 min; inhibition, % at 10 µM; 0.052% of 350,000 active; AID 588391;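 active = mean inhibition across replicates of 30% or more, whatever share of single replicates reach that level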;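 also: absorbance from insulin aggregation driven by PDI reduction with DTT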
Target sequence (P07237 whole entry, looked up): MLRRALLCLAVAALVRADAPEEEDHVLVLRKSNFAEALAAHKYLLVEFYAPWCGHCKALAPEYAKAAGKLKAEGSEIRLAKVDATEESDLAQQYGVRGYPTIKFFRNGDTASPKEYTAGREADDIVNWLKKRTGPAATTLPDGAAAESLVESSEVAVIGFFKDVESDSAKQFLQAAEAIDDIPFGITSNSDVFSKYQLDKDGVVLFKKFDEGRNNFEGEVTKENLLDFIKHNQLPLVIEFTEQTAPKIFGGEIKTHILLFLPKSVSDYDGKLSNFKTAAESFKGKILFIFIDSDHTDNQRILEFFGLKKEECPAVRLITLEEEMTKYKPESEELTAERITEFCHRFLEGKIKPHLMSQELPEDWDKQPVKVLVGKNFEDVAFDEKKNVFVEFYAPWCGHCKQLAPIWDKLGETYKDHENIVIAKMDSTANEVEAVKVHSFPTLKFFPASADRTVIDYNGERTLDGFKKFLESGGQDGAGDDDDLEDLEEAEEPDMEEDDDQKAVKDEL
Numbers without * were called inactive. An unsorted share of the library; about 3.5% have a hit in one of these screens.

`CC(=O)c1cccc(NC(=O)CN2C(=S)NC(C)(C)CC2C)c1` (stereo not given) gave HIF-2a inh 6, iPSC survival up -0.3, CaV13 ICDI inh 5, MITF TRPM1 inh 0, Vif imaging 3, NR2E3 ag-1 4, Exocytosis inh -1, NR2E3 ag-2 -14, aDG glyco act 0.0, Peg3 prom inh 12 and PDI turbidity 3.
Screening Cc1cccc(C)c1OCc1nnc(SCC(=O)Nc2nccs2)o1 returned HIF-2a inh 4, iPSC survival up 0.5, CaV13 ICDI inh -2, MITF TRPM1 inh 11, Vif imaging 7, NR2E3 ag-1 2, Exocytosis inh 0, NR2E3 ag-2 -32, aDG glyco act -0.2 and Peg3 prom inh -10.
Screening CCCC(c1nnnn1Cc1cccs1)N1CCN(C)CC1 (stereo not given) returned HIF-2a inh 17, iPSC survival up -1.7, CaV13 ICDI inh -5, MITF TRPM1 inh 2, Vif imaging 0, NR2E3 ag-1 4, Exocytosis inh 0, NR2E3 ag-2 8, aDG glyco act -0.1, Peg3 prom inh 6 and PDI turbidity 0.
For O=C(COc1ccc(Br)cc1)NN1C(=O)c2ccccc2C1=O the results were HIF-2a inh 25, iPSC survival up -0.4, CaV13 ICDI inh -4, Vif imaging 4, NR2E3 ag-1 -4, Exocytosis inh 0, NR2E3 ag-2 -11, aDG glyco act -0.2, Peg3 prom inh 16 and PDI turbidity -2.
For CCn1c(SCC(=O)Nc2ccc(N(C)C)cc2)nnc1-c1cccc(C)c1 the results were HIF-2a inh -7, iPSC survival up -1.2, CaV13 ICDI inh -7, MITF TRPM1 inh 15, Vif imaging -8, NR2E3 ag-1 -3, Exocytosis inh 1, NR2E3 ag-2 -24, aDG glyco act -0.2, Peg3 prom inh -14 and PDI turbidity -7.
`C#CCN(C[C@H]1[C@H](OC(=O)NC2CCCC2)[C@H](OC(=O)NC2CCCC2)C[C@@H](C(=O)OC)[C@H]1C(=O)OC)S(=O)(=O)c1ccc(C)cc1` gave HIF-2a inh -2, iPSC survival up -2.8, CaV13 ICDI inh -5, Vif imaging -2, Exocytosis inh 0, NR2E3 ag-2 9, aDG glyco act 0.3, Peg3 prom inh 14 and PDI turbidity 0.
Screening C=CCOc1cccc(C2C(C(=O)c3ccc(C)o3)=C(O)C(=O)N2Cc2ccncc2)c1 (stereo not given) returned HIF-2a inh 5, iPSC survival up -0.3, CaV13 ICDI inh -5, MITF TRPM1 inh 6, Vif imaging 34, NR2E3 ag-1 12, Exocytosis inh -1, NR2E3 ag-2 -16, aDG glyco act 0.0, Peg3 prom inh -7 and PDI turbidity -7.
For Cc1cc(C(=O)N/N=C2\CC(=O)c3ccccc32)c(C)n1-c1ccc(F)cc1 the results were HIF-2a inh -90, iPSC survival up 0.9, CaV13 ICDI inh -5, MITF TRPM1 inh -23, Vif imaging 1, NR2E3 ag-1 -2, Exocytosis inh -3, NR2E3 ag-2 -2, aDG glyco act -0.1, Peg3 prom inh -47 and PDI turbidity 0.
`COc1ccc(C(=O)COC(=O)CCC(=O)c2cccs2)cc1` gave HIF-2a inh -3, iPSC survival up -0.3, CaV13 ICDI inh -5, MITF TRPM1 inh -17, Vif imaging 0, NR2E3 ag-1 0, Exocytosis inh -2, NR2E3 ag-2 -11, aDG glyco act -0.3, Peg3 prom inh -17 and PDI turbidity -1.
For CCOc1ccc(C(c2c(NC(=O)c3ccco3)sc(C)c2C)N2CCOCC2)cc1 (stereo not given) the results were HIF-2a inh -33, iPSC survival up -4.6, CaV13 ICDI inh -2, MITF TRPM1 inh 13, Vif imaging -13, NR2E3 ag-1 2, Exocytosis inh -5, NR2E3 ag-2 -40, aDG glyco act 0.0, Peg3 prom inh -8 and PDI turbidity 9.
COc1ccccc1C(=O)NNC(=O)C1CCCO1 (stereo not given) was read as HIF-2a inh 6, iPSC survival up 1.6, CaV13 ICDI inh -3, MITF TRPM1 inh 18, Vif imaging -3, NR2E3 ag-1 0, Exocytosis inh 2, NR2E3 ag-2 23, aDG glyco act -0.1, Peg3 prom inh -6 and PDI turbidity 16.
Screening Fc1cc2[nH]c(=S)[nH]c2cc1Cl returned HIF-2a inh 11, iPSC survival up -0.4, CaV13 ICDI inh -5, MITF TRPM1 inh 8, Vif imaging -1, NR2E3 ag-1 0, Exocytosis inh 0, NR2E3 ag-2 -19, aDG glyco act -0.1, Peg3 prom inh 31 and PDI turbidity 10.
`CCn1c(SCC(=O)c2ccccc2)nc2ccccc2c1=O` gave HIF-2a inh -29, iPSC survival up 0.3, CaV13 ICDI inh -3, MITF TRPM1 inh -4, Vif imaging 4, NR2E3 ag-1 2, Exocytosis inh -4, NR2E3 ag-2 -11, aDG glyco act 0.8, Peg3 prom inh 2 and PDI turbidity -4.
Cc1ccc([C@@H]2[C@@H]3C(=O)N(c4ccccc4)C(=O)[C@@H]3[C@]3(C)C(=O)N(Cc4ccc(-c5ccccc5)cc4)CC(=O)N23)o1 was read as HIF-2a inh 18, iPSC survival up -2.2, CaV13 ICDI inh -9, MITF TRPM1 inh -4, NR2E3 ag-1 1, Exocytosis inh 0, NR2E3 ag-2 -12, aDG glyco act -0.2, Peg3 prom inh 0 and PDI turbidity 2.
Cc1cc(C)c(NC(=S)N2CCCC2C(=O)O)c(C)c1 (stereo not given) was read as HIF-2a inh 11, iPSC survival up 0.5, CaV13 ICDI inh -4, MITF TRPM1 inh -10, Vif imaging -13, NR2E3 ag-1 -1, Exocytosis inh 9, NR2E3 ag-2 -1, aDG glyco act 0.5, Peg3 prom inh 1 and PDI turbidity -3.
COC(=O)[C@@H]1C[C@@]2(O)[C@H](O)[C@H](O)[C@H](O)C[C@H]2N1Cc1cc(F)ccc1F was read as HIF-2a inh 2, iPSC survival up -0.4, CaV13 ICDI inh -4, MITF TRPM1 inh -12, Vif imaging -5, NR2E3 ag-1 3, Exocytosis inh 4, NR2E3 ag-2 -25, aDG glyco act -0.4, Peg3 prom inh 3 and PDI turbidity -6.
Screening Cc1nnc(SCC(=O)Nc2ccc(O)cc2)c2ccccc12 returned HIF-2a inh -20, iPSC survival up -0.5, CaV13 ICDI inh -2, MITF TRPM1 inh -2, Vif imaging 7, NR2E3 ag-1 2, Exocytosis inh 1, NR2E3 ag-2 23, aDG glyco act -0.1, Peg3 prom inh -9 and PDI turbidity 0.
CNC(=S)NNC(=O)c1sccc1OCc1cccc(C(F)(F)F)c1 was read as HIF-2a inh 24, iPSC survival up -2.7, CaV13 ICDI inh -4, MITF TRPM1 inh 4, Vif imaging -2, NR2E3 ag-1 0, Exocytosis inh -1, NR2E3 ag-2 -21, aDG glyco act 0.1, Peg3 prom inh 15 and PDI turbidity 1.
Cc1ccc(NC(=O)CN2C(=O)S/C(=C\c3ccccn3)C2=O)cc1 was read as HIF-2a inh 6, iPSC survival up 1.7, CaV13 ICDI inh 1, MITF TRPM1 inh 4, Vif imaging 4, NR2E3 ag-1 -3, Exocytosis inh 1, NR2E3 ag-2 -5, aDG glyco act 0.3, Peg3 prom inh 14 and PDI turbidity 1.
`CC1(O)c2ccccc2C(=O)N1CCc1ccccc1F` (stereo not given) gave HIF-2a inh -226, iPSC survival up -0.5, CaV13 ICDI inh 0, MITF TRPM1 inh -29, Vif imaging -6, NR2E3 ag-1 3, Exocytosis inh 0, NR2E3 ag-2 -129, aDG glyco act 0.2, Peg3 prom inh -212 and PDI turbidity -1.
Screening CC(C)(C)OC(=O)NCCc1nnc(SCC(=O)Nc2cccc(Cl)c2)o1 returned HIF-2a inh -1, iPSC survival up -0.8, CaV13 ICDI inh -5, MITF TRPM1 inh -1, Vif imaging -3, NR2E3 ag-1 -1, Exocytosis inh 5, NR2E3 ag-2 19, aDG glyco act -0.2, Peg3 prom inh 15 and PDI turbidity -3.
Screening CCOC(=O)/C(=C/Nc1ccccc1)[N+](=O)[O-] returned HIF-2a inh 3, iPSC survival up -2.8, CaV13 ICDI inh -5, MITF TRPM1 inh 10, Vif imaging 2, NR2E3 ag-1 1, Exocytosis inh -7, NR2E3 ag-2 -17, aDG glyco act -0.2, Peg3 prom inh 10 and PDI turbidity 14.
CC(=O)N1CCN(C(=O)c2ccc(OC3CCN(CCc4ccccc4)CC3)cc2)CC1 was read as HIF-2a inh 12, iPSC survival up -0.4, MITF TRPM1 inh 9, Vif imaging 14, NR2E3 ag-1 0, Exocytosis inh -4, NR2E3 ag-2 7, aDG glyco act -0.1, Peg3 prom inh 6 and PDI turbidity -8.
COc1cc(/C=N/n2c(C)n[nH]c2=S)ccc1OCc1ccc(F)cc1 was read as HIF-2a inh -127, iPSC survival up 2.3, CaV13 ICDI inh -5, MITF TRPM1 inh -85, Vif imaging -4, NR2E3 ag-1 -2, Exocytosis inh -6, NR2E3 ag-2 -87, aDG glyco act 0.0, Peg3 prom inh -204 and PDI turbidity -3.
`Nc1nonc1-n1nnc(C(=O)N/N=C/c2ccc(F)cc2)c1-c1cccs1` gave HIF-2a inh -13, iPSC survival up -0.7, CaV13 ICDI inh -14, MITF TRPM1 inh -3, Vif imaging -11, NR2E3 ag-1 2, Exocytosis inh -2, NR2E3 ag-2 -32, aDG glyco act -0.2, Peg3 prom inh 10 and PDI turbidity 9.
For Cn1c2ccsc2c2ncn(Cc3ccccc3F)c(=O)c21 the results were HIF-2a inh -102, iPSC survival up -1.6, CaV13 ICDI inh -10, MITF TRPM1 inh -16, Exocytosis inh -11, NR2E3 ag-2 -25, aDG glyco act 0.0, Peg3 prom inh -66 and PDI turbidity 11.
Screening NC(=O)COC(=O)c1ccc2noc(-c3ccccc3)c2c1 returned HIF-2a inh -118, iPSC survival up 0.5, CaV13 ICDI inh -5, MITF TRPM1 inh -17, Vif imaging -10, NR2E3 ag-1 -1, Exocytosis inh -5, NR2E3 ag-2 -156, aDG glyco act 0.0, Peg3 prom inh -72 and PDI turbidity -22.
Screening CCOC(=O)Cn1cc(/C=C(\C#N)C(=O)N2CCOCC2)c2ccccc21 returned HIF-2a inh -71, iPSC survival up -0.3, CaV13 ICDI inh 9, MITF TRPM1 inh -19, Vif imaging 2, NR2E3 ag-1 -1, Exocytosis inh 7, NR2E3 ag-2 -24, aDG glyco act -0.2, Peg3 prom inh -32 and PDI turbidity -5.
For S=c1nc(-c2csc3c2CCCC3)[nH][nH]1 the results were HIF-2a inh -24, iPSC survival up 3.2, CaV13 ICDI inh 10, Vif imaging 2, NR2E3 ag-1 1, Exocytosis inh -2, NR2E3 ag-2 -35, aDG glyco act 0.1, Peg3 prom inh 4 and PDI turbidity -4.
Screening O=C(Nc1ccc(S(=O)(=O)N2CCc3ccccc32)cc1)C(F)(F)F returned HIF-2a inh 24, iPSC survival up 1.1, CaV13 ICDI inh 0, MITF TRPM1 inh 7, Vif imaging -6, NR2E3 ag-1 4, Exocytosis inh 2, NR2E3 ag-2 -5, aDG glyco act 0.0, Peg3 prom inh 8 and PDI turbidity -1.
